Screening data deposited in PubChem by several laboratories.
ASAP1 GAP inh: inhibitors of human ASAP1 ArfGAP activity, primary screen, biochemical, fluorescence polarization; Arf-GAP with SH3 domain, ANK repeat and PH domain-containing protein 1 (Homo sapiens), …; hit rate 0.19% among 360,000; inhibition, % at 16.5 µM; ASAP1-stimulated ARF1 GTP hydrolysis, GDP FP detection; AID 624377, 2012; in the data active = inhibition above about 25%;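 note: 0% = vehicle with enzyme and substrate and 100% = no enzyme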
ARFGAP1 inh: inhibitors of rat ARFGAP1 GAP activity, primary screen, biochemical, fluorescence polarization, GDP tracer. inhibition, % at 16.5 µM. Arfgap1-stimulated ARF1 GTP hydrolysis, GDP FP detection. hit rate 0.26% among 360,000. AID 651572, 2012;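 active = inhibition above a per-plate limit, mean inhibition of low control wells plus 3 SD, cut at about 25% in these data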;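 note: 0% = DMSO wells with enzyme and 100% = wells lacking Arfgap1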
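Assay system: Rat Arfgap1 GAP domain (His6, aa 1-136), purified enzyme | Buffer or medium: HEPES 25 mM pH 7.5, NaCl 150 mM, MgCl2, DTT | Schedule: GTP hydrolysis reaction 2 h at 25 °C | Signal: FP of antibody-bound GDP Alexa 633 tracer, ex 620/em 688 nm | Measure: Percent inhibition of Arfgap1-stimulated GTP hydrolysis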
HGIII-sPLA2 inh: human group III sPLA2 inhibitors, primary screen, biochemical, QFRET, BODIPY PC-A2 liposome substrate; Group 3 secretory phospholipase A2 (Homo sapiens), Q9NZ20; QFRET BODIPY PC-A2 liposome hydrolysis, fluorescence; inhibition, % at 12.2 µM; hit rate 0.56% among 370,000; AID 743126, 2013;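 active = inhibition above mean plus 3 SD of compounds lying within the high and low control bounds, cut at about 19% in these data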;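 note: 0% = median of test compound wells and 100% = no enzyme DMSO wells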
NR1D1 modulator: modulators of Rev-erb alpha DNA binding, primary screen, biochemical, FITC-DNA, fluorescence polarization, uHTS. Rev-erbα–FITC-DNA binding, 90 min. hit rate 0.79% among 370,000. activity, % at 10 µM. AID 1259318, 2017;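 active = activity above about 14%, limit read from the data; passing the limit was not always enough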;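 note: 0% = DMSO wells with 35 nM protein and 100% = DMSO wells with 750 nM protein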
KLK7 zymogen act: proKLK7 zymogen activators, primary screen, biochemical, fluorescence intensity | Kallikrein-7 (Homo sapiens), P49862 | purified proKLK7, EDANS-DABCYL substrate fluorescence; 100% is mature enzyme control, 0% vehicle | activation, % at 7 µM | hit rate 0.9% among 370,000;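 active = activation above the mean of all tested compounds plus 3 SD, computed per campaign excluding outliers beyond control limits, cut at about 13% in these data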
PLCb3 inh: human PLC-beta3 inhibitors, primary screen, biochemical, fluorescence; inhibition, % at 12.2 µM; 1-phosphatidylinositol 4,5-bisphosphate phosphodiesterase beta-3 (Homo sapiens), Q01970; hit rate 0.18% among 370,000; AID 720704, 2013; Purified PLC-beta3, fluorogenic substrate; in the data active = inhibition above about 11%;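 note: 0% = median of compound wells on plate and 100% = full blocker control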
PLCg1 inh: PLC-gamma1 enzyme inhibitors, primary screen, biochemical, fluorescence, purified enzyme. 1-phosphatidylinositol 4,5-bisphosphate phosphodiesterase gamma-1 (Homo sapiens), P19174. fluorogenic substrate. inhibition, % at 12.2 µM. hit rate 0.84% among 370,000. AID 720700, 2013; in the data active = inhibition above about 9.5%
Target sequence (P19174 whole entry, looked up): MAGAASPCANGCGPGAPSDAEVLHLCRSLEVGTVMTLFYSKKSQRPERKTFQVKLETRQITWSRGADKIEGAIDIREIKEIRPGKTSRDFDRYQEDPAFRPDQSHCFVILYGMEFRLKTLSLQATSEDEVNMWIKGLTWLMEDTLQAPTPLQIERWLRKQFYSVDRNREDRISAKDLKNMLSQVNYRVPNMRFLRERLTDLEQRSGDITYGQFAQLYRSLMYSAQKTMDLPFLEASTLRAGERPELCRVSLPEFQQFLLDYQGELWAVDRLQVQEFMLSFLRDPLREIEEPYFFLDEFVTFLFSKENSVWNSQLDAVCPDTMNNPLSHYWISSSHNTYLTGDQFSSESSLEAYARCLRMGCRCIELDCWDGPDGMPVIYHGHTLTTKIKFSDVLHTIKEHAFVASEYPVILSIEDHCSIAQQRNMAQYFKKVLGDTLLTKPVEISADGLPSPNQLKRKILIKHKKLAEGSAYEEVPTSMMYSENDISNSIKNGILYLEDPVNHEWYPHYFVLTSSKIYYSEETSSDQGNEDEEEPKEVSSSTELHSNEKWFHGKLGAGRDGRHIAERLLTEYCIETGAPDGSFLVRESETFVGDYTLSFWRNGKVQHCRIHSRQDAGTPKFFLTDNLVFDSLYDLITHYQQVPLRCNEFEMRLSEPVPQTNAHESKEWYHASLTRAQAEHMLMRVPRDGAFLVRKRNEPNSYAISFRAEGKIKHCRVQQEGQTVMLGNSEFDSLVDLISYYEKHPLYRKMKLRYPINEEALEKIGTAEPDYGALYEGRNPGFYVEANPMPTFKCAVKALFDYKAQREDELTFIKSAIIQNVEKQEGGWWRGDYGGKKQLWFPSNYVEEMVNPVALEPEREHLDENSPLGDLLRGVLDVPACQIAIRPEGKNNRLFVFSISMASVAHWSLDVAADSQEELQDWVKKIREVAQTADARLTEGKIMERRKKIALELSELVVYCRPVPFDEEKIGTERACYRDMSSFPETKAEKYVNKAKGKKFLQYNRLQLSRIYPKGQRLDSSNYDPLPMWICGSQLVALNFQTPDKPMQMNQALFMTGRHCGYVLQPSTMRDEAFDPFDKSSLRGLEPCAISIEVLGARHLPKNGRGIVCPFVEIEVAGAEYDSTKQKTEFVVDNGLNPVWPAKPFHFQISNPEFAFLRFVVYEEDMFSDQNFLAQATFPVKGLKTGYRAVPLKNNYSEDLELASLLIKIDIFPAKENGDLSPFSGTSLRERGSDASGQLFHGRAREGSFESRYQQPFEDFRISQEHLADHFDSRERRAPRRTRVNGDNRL
UHRF1 binding: UHRF1 methylated DNA binding inhibitors, primary screen, counter-screen for MBD2 inhibitor project, biochemical, TR-FRET, human UHRF1, single concentration; UHRF1 binding to methylated oligo; hit rate 0.75% among 370,000; E3 ubiquitin-protein ligase UHRF1 (Homo sapiens), Q96T88; inhibition, % at 4.4 µM; in the data active = inhibition above about 21%;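 note: UHRF1 SRA domain binding a hemimethylated CpG hairpin DNA probe; 0% = median of test compound wells and 100% = reference inhibitor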
Tn6 DDE FP: inhibitors of Tn6 peptide binding to fibrin DD(E), primary screen, biochemical, fluorescence polarization, human fibrin, Tn6 probe; Fibrinogen beta chain (Homo sapiens), P02675; Fibrin DD(E) TRITC-Tn6 fluorescence polarization displacement; inhibition, % at 8.3 µM; hit rate 0.21% among 370,000;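 active = inhibition above a per-campaign cutoff: mean of compounds within control limits plus 3 SD, cut at about 15% in these data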;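 note: 0% = median of all compound wells on the plate and 100% = blocking peptide control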
DDE Tn7 FP inh: inhibitors of Tn7 peptide binding to fibrin DD(E), primary screen, biochemical, fluorescence polarization, human fibrin, Tn7 probe; hit rate 0.13% among 370,000; Fibrinogen beta chain (Homo sapiens), P02675; FP displacement of FITC-Tn7 peptide from fibrin DD(E); 0% = median of compound wells per plate; inhibition, % at 8.3 µM;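 active = inhibition above the mean of compounds falling within the control limits plus 3 SD of them, cut at about 14% in these data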;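 note: 0% = plate median of compound wells and 100% = 10 µM Aha-Tn7 peptide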
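Assay system: human fibrin DD(E) protein / Input: 2 µM fibrin DD(E) / Benchmarks: high control of 10 µM Aha-Tn7 peptide / Measured by: fluorescence polarization of the labelled Tn7 tracer / Medium: Tris buffer with calcium and detergent, pH 7.8 / Timing: 10 min compound pre-incubation, 3 h probe incubation at room temperature / Repeats: one replicate per compound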
* = called active by the depositor; i = inactive.

#	canonical_smiles	PLCg1 inh	DDE Tn7 FP inh	KLK7 zymogen act	HGIII-sPLA2 inh	NR1D1 modulator	Tn6 DDE FP	PLCb3 inh	UHRF1 binding	ASAP1 GAP inh	ARFGAP1 inh
1	CC(=O)c1cnc(Nc2cccc(C)c2)s1	-40	-1	-0.3	-3	-3	-2	-47	-1	-1	4
2	C=CCOC(=O)C1=C(C)N=C2SCCC(=O)N2C1c1ccc(OC(=O)c2ccco2)cc1 (centres undefined)	-15	-5	-3.5	0	4	-10	-13	0	4	12
3	O=c1[nH]c(=S)[nH]c2sc3c(c12)CCCCCC3	-2	-4	0.0	4	0	-4	-10	2	-16	-1
4	CCOC(=O)N1CCN(C(=O)COc2ccc(S(=O)(=O)NC3CCCCC3)cc2C)CC1	-1	6	0.2	-14	0	1	-1	-1	-10	-5
5	Cc1ccc(C2CC(=O)c3cnc(N4CCN(c5ccccc5)CC4)nc3C2)cc1 (centres undefined)	5	3	0.2	-2	16	-3	7	0	7	3
6	O=C1CC(c2ccccc2)n2nc(N3C(=O)c4ccccc4C3=O)nc2N1 (centres undefined)	-3	9	0.0	10	3	6	-5	2	-11	3
7	N=C(N)SCc1ccc(Cl)cc1Cl	4	-2	-0.7	39*	0	1	3	5	11	22
8	CCC1CCCCN1CCCNC(=O)CC1Oc2ccc(C)cc2NC1=O (centres undefined)	-5	-2	-0.1	-1	1	0	-5	0	-12	-9
9	CCOc1cc(C#N)ccc1OCC(=O)NNC(=O)CC1CCS(=O)(=O)C1 (centres undefined)	3	-4	-0.7	6	-1	1	-3	4	-3	2
10	COC(=O)[C@H](CCSC)NC(=O)Cn1cnc2c(NCc3ccccc3)ncnc21	0	-2	-0.4	8	-5	-8	-1	-1	0	22
11	O=C(CN1C(=O)NC2(CCc3ccccc32)C1=O)NCC(=O)Nc1ccc(F)cc1 (centres undefined)	6	-4	-0.1	1	3	2	-4	0	1	-1
12	Cc1cc(C(=O)NCCCN(C)C)c2ccccc2n1	-3	-3	-0.4	3	-5	0	-3	2	9	8
13	Cc1nc2ccccc2n1CC(=O)OCC(=O)N1CCC(C)CC1	0	6	1.1	-1	-5	5	3	0	-10	1
14	NC(c1csc(NC(=O)Nc2cccc(Cl)c2)n1)C1CCCCC1 (centres undefined)	6	-1	-0.1	3	4	-8	3	-2	11	7
15	COc1ccc(CCCc2n[nH]c(=S)o2)cc1	1	1	-0.4	9	1	8	-6	-3	-1	0
16	CSCCC(NC(=O)c1ccccc1)C(=O)N/N=C(\C)c1ccccc1 (centres undefined)	-4	-3	-0.1	-8	-5	3	-2	-2	-7	7
17	COc1ccc(Cl)cc1NC(=S)NCc1cccnc1	2	8	0.7	2	6	-2	5	0	12	-7
18	COc1cc(C(=O)NCc2nnc(SCC(=O)N3CCc4ccccc43)o2)cc(OC)c1OC	-1	7	0.9	-4	1	5	2	0	-3	-3
19	CCC(=O)Nc1ccc(C(=O)N/N=C/c2cccnc2)cc1	1	-6	0.5	7	-4	-9	0	-2	6	4
20	CCNC(=O)C(C)Sc1ccc(Cl)cc1 (centres undefined)	0	2	0.1	3	-1	-5	0	2	6	-2
21	CCn1c(=O)cc(OCC(=O)Nc2cccc(C)n2)c2ccccc21	3	0	0.5	0	11	4	-2	-4	5	3
22	Cc1cc(C)nc(-n2nc(C)cc2NC(=O)CN2CCCC2)n1	0	-1	0.8	2	-4	-2	2	10	7	-10
23	CC(NC(=O)c1ccccc1F)c1cccc2ccccc12 (centres undefined)	2	-3	-0.4	1	0	1	1	0	4	3
24	CCOC(=O)Cn1c(-c2ccccc2)cc(SC)c(C#N)c1=O	-5	14*	-1.5	3	3	-3	-8	-1	-13	-8
25	O=C(COc1ccc(Br)cc1)Nc1ccc(Cc2ccncc2)cc1	0	-7	-0.6	-4	-3	-5	0	0	8	4
26	Cc1ccsc1/C=N\NC(=O)c1n[nH]c2c1CCC2	2	12	0.7	7	0	5	0	-4	4	11
27	COc1ccc(C(=O)NCC2CCN(C(=O)C(=O)c3cc4ccccc4o3)CC2)cc1	2	-1	0.1	-1	6	2	3	-1	-12	3
28	COc1cc(CN2CCN(Cc3ccc(C)cc3)C(CCO)C2)cc(OC)c1O (centres undefined)	1	1	-0.8	-7	-5	10	1	-3	11	-1
29	COc1cccc(NC(=O)c2nnn(CC(=O)Nc3cc(C)cc(C)c3)c2N)c1	0	-3	-0.5	1	2	-3	-4	4	-2	21
30	COc1ccc(N2C(=O)c3ccc(C(=O)Nc4ccccc4OC)cc3C2=O)cc1	1	1	-0.2	9	-8	4	-7	0	8	8
31	O=C1CN(Cc2nc3cc(Cl)ccc3c(=O)[nH]2)CCN1	-8	-4	0.0	3	-1	-7	-18	-3	2	9
32	CCCC#Cc1ccc2c(c1)O[C@H](CN(C)C(=O)CC1CC1)[C@H](C)CN([C@@H](C)CO)S2(=O)=O	-3	3	0.8	-2	-6	1	-5	24*	-16	4
33	C(=N\Nc1ccccc1)/c1nc2ccccc2s1	-8	2	0.0	-6	2	-5	-19	-2	13	-2
34	O=C(CN1C(=O)CCS(=O)(=O)c2ccccc21)Nc1ccc(F)cc1	0	-7	0.2	0	0	12	0	0	-14	-2
35	CCOc1nc(OCC)nc(-n2cc(-c3ccccc3)nn2)n1	-1	3	0.1	5	-1	9	0	-2	0	5
36	CN(CC(=O)Nc1ncn[nH]1)S(=O)(=O)c1ccc(Cl)cc1	4	-2	0.2	-3	5	4	-5	1	0	-3
37	CCCNS(=O)(=O)c1ccc(OCC(=O)Nc2ccccc2F)cc1	4	9	0.8	-3	-4	-3	2	0	2	-2
38	O=C(COC(=O)c1ccc([N+](=O)[O-])o1)Nc1cccc(S(=O)(=O)N2CCCCC2)c1	1	2	-0.4	-6	-5	3	-1	-1	6	1
39	O=C(O)c1oc2ccccc2c1CSc1ccc(Cl)cc1	-5	6	-0.2	-30	1	4	-11	-1	-9	-5
40	O=C(NC1CC1)c1cc(=O)c2ccccc2o1	1	-6	-0.1	-2	-2	-1	-1	-7	5	11
41	CCCOc1ccc(/C=C/C(=O)OCC(=O)N(C)c2c(N)n(Cc3ccccc3)c(=O)[nH]c2=O)cc1OCC	-14	-7	-1.1	-3	-1	-5	-13	0	3	13
42	CCN(CC)c1ccc2cc(-c3nc4ccccc4n3C)c(=O)oc2c1	-439	1	-1.8	-4	11	4	i	-4	-8	-4
43	COC(=O)c1sc2nc(N)c(C#N)cc2c1N	-12	4	9.1	3	-1	1	-20	9	1	7
44	O=C(CSc1nc2ccccc2c(=O)n1-c1ccc(Cl)cc1)N/N=C/C=C/c1ccccc1[N+](=O)[O-]	2	-1	-0.4	12	-4	-8	-2	4	-3	5
45	CCN(C(=O)CSc1nc(-c2cccs2)nc2ccccc12)C1CCS(=O)(=O)C1 (centres undefined)	-71	2	-5.9	7	-3	10	-89	-3	-20	5
46	CC(C)(C)C(=O)O/N=C(\N)c1ccc(-c2csnn2)cc1	3	4	0.1	4	-4	3	-9	0	-12	-3
47	O=C(Nc1ccc(F)c(Cl)c1)c1csc(COCCO)n1	2	-3	-0.4	-4	2	0	0	-1	5	-8
48	Cc1ccccc1Cn1c(=O)n(Cc2ccco2)c(=O)c2ccccc21	-4	4	-0.3	12	7	-5	-1	3	12	8
49	CC(C)C(=O)Nc1ccc(N2CCN(c3ccc(F)cc3)CC2)cc1	2	-7	-0.5	1	-6	-3	4	1	-3	13
50	CC(=O)c1cccc(NC(=O)c2sc(Cl)nc2C)c1	4	-5	-0.7	1	3	-5	-2	-1	4	0
51	COc1ccc(S(=O)(=O)NCc2ccc3c(c2)OCO3)cc1C(=O)O	-1	6	0.3	-4	4	7	1	-2	-4	-1
52	Cc1ccc2nc(-c3ccco3)c(Cc3ccsc3)n2c1	-31	-9	0.1	4	-7	-4	-41	23*	-1	-2
53	CSCCC1NC(=O)N(CC(=O)Nc2cc(C)on2)C1=O (centres undefined)	0	-1	0.5	-3	-3	0	-6	4	4	4
54	O=C(Cn1cc(C(F)(F)F)ccc1=O)N/N=C/c1cccc(Cl)c1	1	-6	0.4	-6	3	-1	0	2	3	0
55	COC(=O)[C@]1(Cc2ccccc2)N[C@H](c2ccc(-c3ccc(Cl)c(Cl)c3)cc2)[C@@H]2C(=O)N(C)C(=O)[C@@H]21	1	-5	0.5	4	-1	-1	-3	0	5	5
56	CC(=O)Nc1ccc(N=Nc2ccc(O)cc2)cc1	1	-4	-0.2	-7	-2	3	0	-2	-4	6
57	Cc1nc2sccn2c(=O)c1S(=O)(=O)NCCc1ccccc1	-8	-6	0.9	5	0	1	-12	-1	-12	-13
58	O=C(Cc1cccs1)Nc1nnc(COc2ccccc2)s1	-3	-5	0.0	-16	-3	-8	-4	1	-17	3
59	Cc1cc(N(C)C)cc(C)c1N=Nc1cc[n+]([O-])cc1	3	-6	0.7	7	27*	-4	2	-26	-1	3
60	CCOc1ccc(-c2nc(C#N)c(NCc3ccco3)o2)cc1	-122	1	-2.8	-9	-12	1	-138	0	-9	1

More entries.
#	canonical_smiles	PLCg1 inh	DDE Tn7 FP inh	KLK7 zymogen act	HGIII-sPLA2 inh	NR1D1 modulator	Tn6 DDE FP	PLCb3 inh	UHRF1 binding	ASAP1 GAP inh	ARFGAP1 inh
61	O=C(Nc1cc(S(=O)(=O)N2CCCCC2)ccc1N1CCCCC1)C1CC1	1	-1	0.3	-2	5	5	-6	16	-1	21
62	O=C(NCc1ccccc1)C(c1ccncc1)N(C(=O)c1csnn1)c1cccc(F)c1 (centres undefined)	1	5	-0.1	10	-3	4	-8	-1	0	-8
63	Cc1cc(Br)ccc1NC(=O)CN1C(=S)NC(C)(C)CC1C (centres undefined)	-1	-13	0.0	10	-2	3	-2	0	-5	0
64	O=C(NCCN1CCOCC1)c1cc([N+](=O)[O-])ccc1Cl	-3	-6	-0.5	11	5	-4	-6	2	-3	11
65	Nc1ccc(C(=O)N/N=C/c2c[nH]c3ccccc23)cc1	-12	7	-0.2	7	-2	-7	-20	-1	0	5
